Source: PubChem
K1F lysis inhibition: inhibition of K1F phage lysis, E. coli UTI89, bacterial capsule biogenesis inhibitors, alamar blue (AID 488966) | hit rate 0.02% among 340,000 | one-dose inhibition, % at 100 µM; IC50 in µM for titrated hits | E. coli UTI89 K1F phage lysis, alamar blue, 2 h; higher % means a stronger effect;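 active = phage lysis inhibition, versus mean bacterial control, above a set limit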;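 note: capsule biogenesis inhibitors block K1F phage lysis so surviving cells raise fluorescence; higher fluorescence means more inhibition of phage lysis; actives were called in the ten point dose series up to 300 µM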
M1AAP inhibition: P. falciparum M1AAP inhibitors, biochemical, fluorogenic H-Leu-NHMec substrate, 1536-well (AID 1445). recombinant M1AAP, H-Leu-NHMec fluorogenic kinetic assay; higher % means a stronger effect. hit rate 0.42% among 220,000. Aminopeptidase N (Plasmodium falciparum (isolate 3D7)). inhibition, % at 30 µM; hits with a dose series show IC50 in µM;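 active = primary inhibition above the hit cutoff, then over 50% inhibition at one or more dose response concentrations, cut at about 23% in these data, passing the limit was not always enough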;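 note: plate controls were DMSO full reaction for no effect and no enzyme background for full effect; strong numbers were not always called active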
WT yeast gro inh: growth inhibition of WT strain, primary screen, mitochondrial fusion inhibitor project, WT and mutant strains, chemical genetic. mitochondrial fusion phenotypic screen. inhibition, % at 10 µM. hit rate 2.1% among 190,000; in the data active = inhibition above about 58%; tested in S. cerevisiae
TNAP activators: human TNAP enzyme activators, primary screen, biochemical, luminescent, no phosphate acceptor, uHTS (AID 1001) | purified TNAP, luminescent activation assay, no phosphate acceptor; higher activation fold means a stronger effect | hit rate 0.03% among 200,000 | Alkaline phosphatase, tissue-nonspecific isozyme (Homo sapiens) | activation fold at 20 µM, or EC50 in µM where a hit was titrated; in the data active = activation fold from about 3, or a potency from the dose series; inactive = the rest, 99 in 100 with activation fold below about 1.6; note: many of its hits are not listed in these tables
PMI inhibitors: inhibitors of human PMI, primary screen, biochemical, fluorescence intensity, coupled assay (AID 1209). Mannose-6-phosphate isomerase (Homo sapiens). purified PMI enzyme, coupled fluorescence intensity; higher % means a stronger effect. inhibition, % at 20 µM; hits with a dose series show IC50 in µM. hit rate 0.42% among 190,000;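 note: plate controls were DMSO vehicle for no effect and wells lacking substrate for full effect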
CSM14.1 death rescue: rescue of cells from ER stress-induced death, primary screen, 384-well, CSM14.1, thapsigargin, ATP luminescence (AID 1222); cellular ATP content (survival), % at 20 µM, or EC50 in µM where a hit was titrated; CSM14.1 thapsigargin-induced death rescue, ATP luminescence; higher % means a stronger effect; 190,000 tested, under 10 active;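 active = EC50 below 50 µM in the dose-response confirmation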;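 note: death triggered by thapsigargin at about 15 µM added after 2 h compound pretreatment; cell ATP read after overnight thapsigargin exposure of roughly 18 to 22 hours; normalized against plate controls of thapsigargin alone and 5% DMSO vehicle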
PMI inhibition: human PMI inhibitors, high substrate, primary screen, biochemical, fluorescence intensity, high mannose 6-phosphate (AID 1220). recombinant PMI enzyme, coupled fluorescence intensity; higher % means a stronger effect. inhibition, % at 20 µM, or IC50 in µM where a hit was titrated. hit rate 0.66% among 190,000
Myeloid diff MLP: induction of myeloid progenitor differentiation, primary screen, cell-based, flow cytometry, MLPCN library; ER-HoxA9 myeloid progenitors, lysozyme-GFP differentiation; calls only at 10 µM; hit rate 1% among 360,000; AID 624256, 2012;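 active = normalized GFP-positive differentiation at or above the plate's own cutoff, the solvent-only control mean plus 3 SD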;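 note: cells exposed to compound for four days before flow analysis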
Lipid droplet: inhibitors of hepatocyte lipid droplet formation, primary screen, imaging, high-throughput imaging, BODIPY stain; AML12 mouse hepatocytes, oleate lipid droplets; inhibition, % at 6.5 µM; hit rate 0.4% among 240,000;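 active = lipid droplet intensity inhibited by at least 50%, with more than 500 cells counted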
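Assay system: AML12 hepatocytes (mouse) / Also added: 100 µM oleic acid challenge / Times: overnight treatment with compound plus oleate / Detection: high-content imaging of BODIPY-stained droplets and DAPI nuclei / Evaluation: % inhibition of lipid droplet signal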
WT yeast gro inh mutant strain: also measured in WT yeast gro inh; calls as there; inhibition, %; mitochondrial fusion phenotypic screen, mutant strain inhibition
Lipid droplet cells 6.5 µM: further read-out of Lipid droplet, marked with its call; cell count; measured here: cell count, cytotoxicity flag;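 cells counted across two imaged fields per well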
Myeloid diff MLP GFP+ MAC1+ %: recorded beside Myeloid diff MLP, whose call it bears; GFP+ MAC1+ double positive, %; measured here: differentiation confirmed by MAC1 staining
Active calls of the source: *; i = inactive; / = not tested or not shown; [ ] = remark or other dose. Cut-off read from the data, not from the text of the source, unless noted: active = inhibition above about 50%; inactive = the rest.

Order of results: K1F lysis inhibition, M1AAP inhibition, WT yeast gro inh, WT yeast gro inh mutant strain, TNAP activators, PMI inhibitors, CSM14.1 death rescue, PMI inhibition, Myeloid diff MLP, Myeloid diff MLP GFP+ MAC1+ %, Lipid droplet, Lipid droplet cells 6.5 µM
- COc1ccccc1N(CC(=O)Nc1cc(C)on1)S(=O)(=O)c1ccc(Cl)cc1
  0.1%, 16.1%, 15.3, 18.5, 1.1, 16.8%, -0.6%, 10.7%, i, 0.3, -3.9, 731
- COc1ccc(NC(=O)N2CCCC(C(=O)NC(C)C)C2)cc1 (stereo unspecified)
  2.2%, -1.2%, -12.7, -8.8, 1, 1.7%, -1.4%, 2.5%, i, 0.8, 10.3, 721
- Cc1ccccc1NC(=O)CC1SC(=Nc2ccc(O)cc2)NC1=O (stereo unspecified)
  -0.4%[50 µM], 1.0%, /, /, /, /, /, /, i, 0.8, -8.0, 736
- CC(C)Cn1c(SCC(=O)NC2CCCc3ccccc32)nc(O)cc1=O (stereo unspecified)
  1.7%, 4.2%, 0.9, 5.1, 1.1, 3.0%, 4.8%, 2.8%, i, 1.2, /, /
- Cc1cc(C(C)(C)C)cc(S(=O)(=O)Nc2ccc(O)c(C(=O)O)c2)c1C
  0.7%, 10.9%, -0.3, -43.9, 1.1, 7.9%, -3.9%, -2.2%, i, 0.9, -0.8, 777
- CC(Cc1ccccn1)NC(=O)CCc1nnc(C2CCCCC2)o1 (stereo unspecified)
  2.1%, 7.2%, 3.3, 4.9, 1, -0.6%, 1.0%, -8.1%, i, 0.3, -1.1, 687
- CCc1ccc(NS(=O)(=O)c2ccc3[nH]cc(C(=O)N4CCCCC4)c(=O)c3c2)cc1
  3.5%, 7.4%, -1.4, -1.2, 1.1, 15.6%, -3.2%, 12.3%, i, 1.3, 3.5, 757
- COC(=O)c1sc(NC(=O)COc2cccc3ccccc23)nc1C
  1.2%, 12.3%, -26.1, -12.9, 1, 1.8%, -1.6%, 1.8%, i, 0.6, /, /
- COc1ccc(N(CC(=O)NCc2ccc3c(c2)OCO3)C(=O)CCC(=O)Nc2ccccn2)cc1
  0.1%, /, 13.5, 11.0, 1.1, /, 0.4%, /, i, 0.9, 6.9, 684
- COC(=O)c1ccc(NC(=O)COC(=O)c2nc3nccc(C)n3n2)cc1
  /, 1.8%, -29.0, -4.9, 1.1, -4.6%, 0.0%, 5.0%, i, 0.3, 16.9, 697
- CC1Cc2ccccc2N1S(=O)(=O)c1cccc(C(=O)OCC(=O)NCc2ccco2)c1 (stereo unspecified)
  -0.7%, 6.0%, /, /, /, /, /, /, i, 0.2, -6.9, 684
- Cc1cc(F)ccc1S(=O)(=O)Nc1ccccc1C(=O)Nc1ncn[nH]1
  0.1%, -13.8%, 24.8, 17.1, 1.1, -0.5%, 2.7%, 0.8%, i, 1.2, /, /
- Cc1ccccc1CN1C2=NCCN2c2ccccc21
  7.5%, 2.0%, 8.3, 1.3, 1.1, 8.0%, 3.8%, 2.8%, i, 0.6, 2.3, 718
- CCCCCCCC(=O)N/N=C(\C)c1cccnc1
  1.2%, 7.3%, -5.6, -0.3, 1.1, -1.6%, -1.3%, 5.0%, i, 0.3, 0.4, 744
- Cc1occc1C(=O)N/N=C/c1ccccn1
  0.6%, 3.0%, -6.4, 6.1, 1.1, 24.5%, -1.0%, 23.3%, i, 0.4, 0.6, 712
- CCCN(CCC)C(=O)c1ccccc1C(=O)N(CCC)CCC
  -0.2%, 0.3%, -0.1, 5.5, 1, 3.4%, 2.2%, 0.4%, i, 1.0, 2.4, 719
- COC(=O)C1=C(C)N(C)C(C)=C(C(=O)OC)C1c1ccc(F)c(Br)c1
  -0.2%, 3.8%, 50.2, 10.8, 1.1, 14.6%, 2.8%, 15.9%, i, 1.5, -14.7, 689
- CCOC(=O)N1CCN(C(=O)CN(c2cccc(OC)c2)S(C)(=O)=O)CC1
  0.9%, -3.2%, 12.6, 10.9, 1, 7.0%, 3.9%, 12.9%, i, 0.9, -2.1, 822
- COc1ccc(NC2=C(Cl)C(=O)N(CCc3ccccc3)C2=O)cc1
  0.1%, -1.2%, -12.9, -2.8, 1, 4.7%, -0.1%, 4.8%, i, 0.5, -2.9, 647
- CCCC(=O)Nc1ccc2oc(-c3ccc(OC)c(Br)c3)nc2c1
  0.6%, 4.1%, 0.8, -8.1, 1.1, 6.3%, 3.8%, 9.0%, i, 0.6, /, /
- CN(C)S(=O)(=O)c1cccc(C(=O)OCC(=O)N2c3ccccc3NC(=O)C2(C)C)c1
  0.2%, 7.1%, 9.3, 15.7, 1.2, 4.2%, 2.5%, 3.7%, i, 0.8, /, /
- CCSc1ncc(/C=N/Nc2ccc(F)cc2)n1C
  0.0%, 0.5%, 53.0, 51.6, 0.9, -22.5%, -1.1%, -97.4%, i, 0.8, /, /
- O=C(NNC(=O)c1ccccc1-n1cccc1)c1ccccc1
  0.3%[50 µM], -0.4%, -3.9, -0.9, 1.1, 6.1%, 2.3%, 5.4%, i, 1.2, /, /
- O=C(Nc1ccc(F)cc1)c1oc2ccccc2c1NC(=O)C1CCCC1
  -0.4%, 3.9%, 6.2, -0.8, 1.1, 0.9%, -1.3%, -4.1%, i, 4.8, /, /
- CCc1nnc(NC(=O)CSc2nnc(-c3ccccc3OC)n2-c2ccccc2)s1
  -0.1%, 7.4%, 8.3, 5.1, 1.1, -4.6%, 1.4%, 7.4%, i, 0.8, 9.0, 754
- CCN(CC)S(=O)(=O)c1cccc(C(=O)NCc2ccccc2)c1
  0.4%, 3.5%, -9.3, -9.2, 1.1, 7.3%, 1.3%, 2.3%, i, 0.3, -0.8, 657
- CC(C)OC(=O)CC(=O)CSc1nc2c(cc1C#N)CCCC2
  -0.4%, 5.8%, -5.0, 8.2, 1.1, -5.1%, -0.7%, -7.2%, i, 0.8, -27.2, 641
- CNC(=S)N(Cc1ccc(OC)cc1)C1CC(=O)N(c2ccc(Cl)cc2)C1=O (stereo unspecified)
  1.7%, -5.0%, -3.3, 2.5, 0.9, -6.6%, -4.3%, -14.7%, i, 1.0, /, /
- Oc1ccccc1Oc1ncc(Br)c(N2CCOCC2)n1
  0.2%, -1.5%, 4.7, 18.4, 1.1, 5.2%, 0.1%, 3.7%, i, 1.3, /, /
- O=C(O)COc1ccccc1C1C2C(=O)N(c3ccc(F)cc3)C(=O)C2ON1c1ccccc1 (stereo unspecified)
  -0.2%[50 µM], 5.4%, -4.4, -18.6, 1.1, 9.2%, -2.1%, 5.1%, i, 0.5, -8.4, 738
- N#Cc1ccc(C(=O)Nc2cccc(NC(=O)c3ccco3)c2)c(F)c1
  0.4%, 7.1%, -10.4, -9.3, 1, -3.3%, -0.8%, -2.1%, i, 0.0, 8.7, 744
- COc1cc(S(=O)(=O)NC2CCCCC2)c(C)cc1C
  -1.0%, -4.4%, -14.4, -4.7, 1.1, 2.8%, -0.3%, 4.4%, i, 0.1, -28.7, 658
- CC(=O)Nc1cc(C(=O)N2CCOCC2)ccc1S(=O)(=O)c1ccc(C)cc1
  0.2%, -4.7%, 2.4, 10.6, 1.1, -5.9%, 0.9%, -5.2%, i, 1.6, /, /
- O=C(O)C(NS(=O)(=O)c1ccc(F)cc1)c1ccccc1 (stereo unspecified)
  0.3%, 2.3%, -8.8, 7.6, 1.1, -2.9%, 1.0%, -2.6%, i, 1.4, 2.0, 697
- O=C(Nc1cnc2ccccn2c1=O)c1ccc(F)cc1
  0.5%, 4.4%, 7.7, 14.8, 1.1, 5.8%, -1.6%, 11.7%, i, 0.8, -3.1, 697
- CCN1CCN(CC(O)COCc2cc(OC)c(OC)c(OC)c2)CC1 (stereo unspecified)
  0.1%, 0.6%, -1.3, 2.9, 1, -1.7%, 1.8%, 2.5%, i, 0.7, 1.4, 696
- CC(=O)c1ccc(N2CCN(S(=O)(=O)c3c(C)[nH]c(=O)[nH]c3=O)CC2)cc1
  -1.3%, 2.7%, -18.6, 2.0, 1.1, -2.5%, -0.3%, 16.5%, i, 0.5, -4.0, 673
- COc1ccc(C2NC(=O)NC(C)=C2C(C)=O)cc1 (stereo unspecified)
  1.1%, -2.4%, -2.7, -3.1, 1.1, 5.3%, -1.8%, 0.6%, i, 0.4, -6.5, 700
- CC(C)c1cc(C(=O)NCc2ccco2)no1
  0.2%, 0.6%, 7.8, 2.3, 1.1, 16.0%, /, 13.6%, i, 1.9, -10.3, 525
- Cc1ccccc1-c1nc(CS(=O)(=O)CC(=O)N(C)C2CCCCC2)c(C)o1
  4.7%, 1.3%, 12.2, 9.2, 1, 9.9%, /, 5.3%, i, 1.0, -23.2, 662
- O=C(c1ccccc1)N1CCCCCC1
  0.4%, 4.9%, 2.2, -1.6, 1.1, -1.9%, -4.0%, -2.7%, i, 0.8, /, /
- COc1ccccc1NC(=O)Cn1nc(-c2ccncc2)nc1SCC(=O)NC1CCCC1
  0.7%, 7.0%, 6.5, 3.9, 1.1, 0.3%, -1.0%, 1.7%, i, 0.1, 7.1, 759
- O=C(O)CCSc1nnc(COc2ccc([N+](=O)[O-])cc2)n1-c1ccccc1
  0.4%, -1.9%, -8.3, 7.0, 1.1, 2.9%, -1.3%, 7.5%, i, 0.1, -5.0, 732
- O=C(c1ccco1)N1CCN(CC2CC3C=CC2C3)CC1 (stereo unspecified)
  2.8%, -2.3%, -1.4, 6.4, 1.1, 18.2%, /, 11.1%, i, 3.0, 5.0, 725
- CCO[C@H]1OC(C(=O)N2CCN(Cc3ccccc3)CC2)=C[C@@H](C)[C@@H]1CCCO
  0.9%, 8.6%, -20.2, -5.4, 1.1, 0.0%, 1.2%, -3.1%, i, 0.9, -1.1, 750
- Cc1[nH]c(=O)c(C#N)c(C)c1Cc1ccc(Cl)cc1Cl
  1.6%, 4.2%, 18.0, 12.1, 1, 2.9%, -0.1%, 3.0%, i, 0.4, -9.9, 722
- O=C(O)CCSCc1ccccc1F
  0.5%, 5.3%, -5.4, -12.8, 1, -6.0%, 2.0%, -11.7%, i, 0.9, -4.7, 738
- COc1ccc(N2CCN(C(=O)CCC(=O)c3cc(C)sc3C)CC2)cc1
  0.5%, 3.7%, 16.8, 3.1, 1.1, 8.0%, 2.6%, 33.5%, i, 0.6, -6.2, 672

Some entries already given, limited to PMI inhibition and Myeloid diff MLP GFP+ MAC1+ %:
Molecule | PMI inhibition | Myeloid diff MLP GFP+ MAC1+ %
O=C(O)CCSCc1ccccc1F | -11.7% | 0.9
O=C(Nc1cnc2ccccn2c1=O)c1ccc(F)cc1 | 11.7% | 0.8
COc1ccccc1NC(=O)Cn1nc(-c2ccncc2)nc1SCC(=O)NC1CCCC1 | 1.7% | 0.1
